# Bioassay records deposited in PubChem BioAssay by several laboratories.
# Wee1 stabilizer: human Wee1 degradation inhibition, primary screen; P30291; HeLa Luc-Wee1K328M stability, luciferase luminescence; 100% = proteasome inhibitor MG132 effect; reporter increase, % at 5 µM; 220,000 tested, 1.2% active; AID 1321;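 active = activation above the mean of all tested compounds plus 3 SD, set per screening run, cut at about 8.8% in these data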;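 note: cells exposed to compound for 20 h before luminescence read; 0% = DMSO alone and 100% = MG132 at 30 µM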
# PGE2 EP2 inh: blocks the human prostaglandin E2 receptor EP2 | P43116 | C6 glioma cells expressing human EP2, cAMP TR-FRET; cells stimulated with saturating PGE2 | inhibition, % at 25 µM | 260,000 tested, 0.52% active | AID 1422;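 active = percent inhibition above 40 after rounding to a whole number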;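 note: rat C6 glioma host cells with rolipram phosphodiesterase inhibitor present; the protocol text gives 20 µM as final concentration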
# Target sequence (P43116 whole entry, looked up): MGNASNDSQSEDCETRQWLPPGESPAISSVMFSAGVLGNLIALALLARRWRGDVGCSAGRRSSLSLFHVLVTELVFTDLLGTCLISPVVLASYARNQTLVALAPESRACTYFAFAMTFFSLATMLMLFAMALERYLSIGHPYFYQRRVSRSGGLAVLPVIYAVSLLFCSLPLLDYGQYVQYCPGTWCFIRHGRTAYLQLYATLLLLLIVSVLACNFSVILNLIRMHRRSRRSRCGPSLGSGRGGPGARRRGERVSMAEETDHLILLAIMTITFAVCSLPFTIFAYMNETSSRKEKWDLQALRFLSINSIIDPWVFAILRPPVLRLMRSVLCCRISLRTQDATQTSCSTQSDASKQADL
# TNF necrop inh: inhibitors of TNF-alpha induced necroptosis in Jurkat FADD-/- cells; Jurkat FADD-/- TNF necroptosis rescue, ATP luminescence, 24 h; 0 = TNF only, 100 = no-TNF cells; 220,000 tested, 0.068% active; activation (protection from cell death), % at 10 µM; AID 463075;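 active = activation, meaning protection from cell death, of at least 50% relative to plate controls; inactive = activation below 50%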;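 note: necroptosis triggered by 40 ng/mL TNF-alpha added together with compound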
# CHOP inh: blocks CHOP induction under ER stress; CHO-K1 CHOP-promoter luciferase, tunicamycin-induced, 15-18 h; inhibition, % at 10 µM; 220,000 tested, 3.8% active;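 active = compounds that reduced the stress-induced luciferase reporter signal by more than about 70% of percent inhibition, limit read from the data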;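 note: 0% = tunicamycin plus vehicle and 100% = wells without tunicamycin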
# FXIa inh 1536: inhibitors of human coagulation factor XIa | purified FXIa, Boc-Glu-Ala-Arg-AMC fluorogenic substrate | inhibition, % at 5 µM | 220,000 tested, 0.14% active | AID 798;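 active = inhibition of at least 40%; inactive = inhibition below 40%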;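 note: fluorescence of freed AMC excited at 355 nm; 0% = enzyme without compound and 100% = no enzyme blank; many of its hits are not listed in these tables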
# Target sequence (P03951 19-387 limits assumed): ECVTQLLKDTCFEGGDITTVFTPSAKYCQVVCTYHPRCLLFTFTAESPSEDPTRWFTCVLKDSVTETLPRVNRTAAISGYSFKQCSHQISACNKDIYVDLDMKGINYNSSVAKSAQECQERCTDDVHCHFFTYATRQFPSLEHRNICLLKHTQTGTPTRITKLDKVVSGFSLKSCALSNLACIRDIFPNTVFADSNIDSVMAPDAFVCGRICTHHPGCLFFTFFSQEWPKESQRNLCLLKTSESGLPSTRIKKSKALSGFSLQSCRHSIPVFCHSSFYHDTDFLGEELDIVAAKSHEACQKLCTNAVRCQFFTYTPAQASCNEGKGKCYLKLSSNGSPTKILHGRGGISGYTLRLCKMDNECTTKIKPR
# Target sequence (P03951 388-625 limits assumed): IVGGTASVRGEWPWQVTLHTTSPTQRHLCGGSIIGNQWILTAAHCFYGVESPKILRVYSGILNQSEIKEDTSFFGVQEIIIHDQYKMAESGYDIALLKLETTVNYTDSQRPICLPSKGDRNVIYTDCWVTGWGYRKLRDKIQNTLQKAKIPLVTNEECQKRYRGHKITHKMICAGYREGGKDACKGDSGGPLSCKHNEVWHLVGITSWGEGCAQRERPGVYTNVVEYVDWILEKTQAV
# FXIIa inh: factor XIIa (human) inhibition | P00748 | AID 800 | purified FXIIa, Boc-QGR-AMC fluorogenic substrate, 2 h | inhibition, % at 5 µM | 220,000 tested, 0.3% active; in the data active = inhibition above about 40%;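 note: 0% = enzyme with no compound and 100% = blank without enzyme; many of its hits are not listed in these tables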
# PPC-1+TRAIL kill: kills PPC-1 cancer cells in the presence of TRAIL | cell killing (% activity), % at 4 µM | 220,000 tested, 0.41% active | PPC-1 cells + TRAIL, ATPLite viability luminescence | AID 1443;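 active = cell killing above 50% in the first pass at 4 µM, then a duplicate retest at 5 µM averaging 50% or more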;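 note: plate controls were cells with TRAIL plus DMSO for no effect and medium-only wells lacking cells for full effect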
# TbHK1 inh: T. brucei hexokinase 1 inhibition | 220,000 tested, 0.11% active | recombinant TbHK1, G6PDH-coupled NADH A340 | inhibition, % at 10 µM;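 active = inhibition of 50% or more in the single-dose primary screen; inactive = inhibition below 50%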
# L929 necroptosis: blocks zVAD induced death of L929 cells | AID 1377 | 220,000 tested, 0.38% active | L929 zVAD necroptosis rescue, ATP luminescence, 24 h; with zVAD 60 µM | viability rescue, % at 10 µM;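 active = activation, scaled between plate controls, above about 75%, limit read from the data; inactive = activation under that limit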;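 note: 0% = zVAD with DMSO and 100% = DMSO alone without zVAD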
# An asterisk follows results filed as active; . = no result given; & = joins results of further samples. Some of the compounds tested. The share of hits here may be higher or lower than overall.
SMILES,Wee1 stabilizer,PGE2 EP2 inh,TNF necrop inh,CHOP inh,FXIa inh 1536,FXIIa inh,PPC-1+TRAIL kill,TbHK1 inh,L929 necroptosis
COC(=O)C1=C(C)NC(C)=C(C(=O)OC)C1c1ccc(OC(=O)c2ccco2)cc1,-1,15,-2.5,-12,1,6,-4,33,1.1
COC(=O)c1nnn(-c2ccc(Cl)c(Cl)c2)c1C(=O)OC,3,3,0.2,20,-2,4,12,4,1.0
Cc1nn(C)cc1C(C(=O)NC1CCCCC1)N(C(=O)Cc1cccs1)c1ccc(Cl)cc1 (stereo not given),2,12,-2.1,31,9,5,10,24,0.1
Cc1ccc2c(c1)oc(=O)n2CC(=O)c1ccccc1,-1,15,2.2,-13,24,15,11,-2,1.0
CC(C)NC(=O)NC(=O)CSc1nnc(COc2ccccc2F)n1C(C)C1CC2CCC1C2 (stereo not given),-1,6,-1.4,106*,2,16,-9,3,0.0
Cc1c(Cl)cccc1N1C(=O)C(N2C(=O)c3cccc([N+](=O)[O-])c3C2=O)C1c1cccs1 (stereo not given),-1,28,-1.2,13,-23,2,23,-6,0.6
Cc1cc(NC(=O)CN2C(=O)NC(C)(c3ccc(Cl)cc3)C2=O)no1 (stereo not given),7,2,0.3,27,-3,1,-4,5,1.2
Cc1cc(C)nc(NC=C2C(=O)OC(C)(C)OC2=O)n1,-1,10,2.0,1,-1,3,-10,-23,-0.7
Cc1cc2nc(C3CCCN(C(=S)Nc4ccccc4)C3)[nH]c2cc1C (stereo not given),-1,8,-0.7,-11,-7,2,23,8,0.9
CC(C)c1ccc(/C=c2\sc3nc(-c4ccncc4)nn3c2=O)cc1,-2,20,-6.3,71*,5,23,4,-11,0.1
C=CCNC(=O)C1CC(=O)N(c2ccc(OCC(=O)Nc3ccc(Cl)c(C(F)(F)F)c3)cc2)C1 (stereo not given),0,15,2.5,11,1,12,-6,-11,0.1
CCN(CC)Cc1c(O)ccc2c(=O)c(Oc3ccccc3OC)c(C)oc12,-2,3,-0.4,7,-15,-20,14,-50,0.4
CCc1cccc(NC(=O)Cn2c(=O)oc3cc(S(=O)(=O)N4CCOCC4)ccc32)c1,0,9,0.5,44,-1,11,17,-11,-0.4
Cc1ccccc1Cn1ccc(NC(=O)c2cc3nc(-c4ccco4)cc(C(F)(F)F)n3n2)n1,-2,8&9,-7.9,.,-4,-16,6,-13,0.0
CCn1c(-c2ccccc2Cl)nn(CC(=O)Nc2ccccc2OC)c1=S,2,20,-0.8,-9,-1,4,7,-1,-0.2
CC12CC3CC(C)(C1)CC(Nc1nc(N4CCOCC4)nc4ccccc14)(C3)C2,3,6,1.0,-2,-9,2,13,6,-0.7
Cn1cccc1/C=N\NC(=O)c1cncc(Br)c1,0,11,2.5,-6,-1,6,9,-96,0.0
COc1ccc(/C=C(/NC(=O)c2ccccc2)C(=O)N/N=C/c2ccc3c(c2)OCO3)cc1OC,-3,6,-10,2,5,18,4,-65,-0.2
O=C(NC1CCSC1=O)c1ccc(Oc2ccc(F)cc2)nc1 (stereo not given),1,10,-2.3,7,-7,0,-27,4,0.3
CCCCCCCC1CC(=O)C=C(C)C1C(=O)OCC (stereo not given),0,8,3.6,5,8,2,-7,-6,2.1
O=C1/C(=C/c2ccco2)CCC1C1CCCC1 (stereo not given),-2,7,2.3,51,2,12,13,-7,32
CCOc1cc(C2C(C#N)=C(N)OC(C)=C2C(C)=O)c(Br)c(Br)c1OC(C)C (stereo not given),2,5,-17,15,-1,-8,6,-10,-0.7
COc1cccc(CNc2ccc(Br)cn2)c1O,0,5,7.5,8,5,5,29,-7,0.2
Cc1ccc(C(=O)N2CCN(c3ccccc3)CC2)cc1S(=O)(=O)N1CCCC1,0,13,-2.4,44,9,13,15,-1,-1.9
O=C(/C=C/c1ccccc1)N/C(=C/c1ccccc1)C(=O)NCCO,-4,14,-2.4,-8,6,-2,-2,-5,0.2
Cc1ccc(NC(=O)CC2CS(=O)(=O)CC2CC(=O)Nc2ccc(C)c(C)c2)cc1C (stereo not given),-2,19,-0.5,48,1,2,2,1,1.3
CCOC(=O)C1CCCN(Cc2ccc(O)c(OC)c2)C1 (stereo not given),-3,4,0.2,-10,1,9,5,7,-1.7
Cc1cc(OC(=O)c2cc(Cl)nc3ccccc23)ccc1Cl,3,2,-1.5,54,2,-13,15,-12,0.8
COc1cccc(CN2CCN(Cc3cccc4nonc34)CC2CCO)c1 (stereo not given),-2,4,0.9,-5,0,8,12,3,0.3
O=C(c1sc2cc(F)ccc2c1Cl)N1CCN(c2cccc(Cl)c2)CC1,2,7,2.1,38,-5,4,10,2,0.5
O=C(Nc1ccc(Cl)c(Cl)c1)OCc1cnc(Cl)s1,-2,7,0.5,56,-3,6,20,-4,-0.1
O=C(OCc1ccc2c(c1)OCO2)c1cccc(S(=O)(=O)N2CCCCC2)c1,-2,5,-0.1,37,-6,9,19,7,0.1
Cc1cc(C)nc(N/N=C/c2cccc(Cl)c2)n1,3,5,5.9,-13,0,8,15,-23,7.0
CC(=O)c1c(COC(=O)c2ccncc2)nc2ccccc2[n+]1[O-],3,10,-0.3,2,3,12,8,-13,0.8
Cc1ccc(N2C(=O)c3ccccc3C2Nc2ccc(S(=O)(=O)N3CCCCC3)cc2)nc1 (stereo not given),-1,14,1.8,-34,1,11,14,-6,-0.5
CC1CC(C)CN(S(=O)(=O)c2cc(C(=O)O)c(Cl)s2)C1 (stereo not given),-1,2,1.6,-27,-9,3,-4,2,0.9
Cc1[nH]n(C(N)=S)c(=O)c1N=Nc1ccc(S(=O)(=O)N2CCCC2)cc1,-1,7,-2.3,28,9,15,20,-18,0.1
COc1ccc([N+](=O)[O-])cc1NC(=O)COC(=O)C=C(C)C,3,2,-1.0,0,5,8,8,-3,-1.0
C=CCSc1cc(C)nc2c(-c3ccccc3)cnn12,0,10,-1.5,-2,3,9,10,-12,8.1
CC(=O)C1=C(O)C(=O)N(Cc2ccco2)C1c1ccccc1F (stereo not given),-2,5,1.1,40,-2,3,25,-19,2.8
COc1ccc2c(c1)CCC1=C2NC(=S)NC1c1ccc(N(C)C)cc1 (stereo not given),0,7,-1.6,9,-3,5,-10,-1,-1.3
CCOC(=O)c1c(NC(=O)C2=C(C)NC(=S)NC2c2ccc(F)cc2)sc(C)c1C (stereo not given),2,21,-8.0,59,3,9,-7,-12,0.4
O=C(NCc1cccc(Cl)c1)NCc1cccc(Cl)c1,-3,9,0.6,12,-1,4,24,-5,-0.2
O=C(CN1CCN(c2ncccn2)CC1)N(Cc1ccccc1)c1ccc(F)cc1,3,10,0.4,-18,-3,13,8,-10,0.1
CC(C)NC(=O)c1sc2nc(-c3cccs3)cc(-c3cccs3)c2c1N,0,17,-0.4,19,9,5,-12,-24,0.2
CCN(c1ccc(NC(=O)COC(=O)c2ccc(C)s2)cc1)C(C)C,2,7,1.8,3,-6,3,11,2,7.0
O=C(CC1S/C(=N/N=C/C=C/c2ccccc2)NC1=O)Nc1ccc(C(=O)O)cc1 (stereo not given),-1,5,0.3,-3,2,12,2,-24,1.7
Cc1c(NC(=O)/C(C#N)=C/c2ccc(-c3cc(Cl)ccc3Cl)o2)c(=O)n(-c2ccccc2)n1C,3,6,1.3,53,3,10,-13,-11,1.1
CCn1c(SC(=O)NC2CCCCC2)nnc1-c1cccs1,2,21,0.2,9,-5,-2,3,-11,2.3
Cc1cc(NC(=O)CCCN2C(=O)c3cccnc3C2=O)no1,0,.,-1.1,1,-6,8,-5,2,1.2
CC1=CC(=C2C(=O)c3ccccc3C2=O)C=C(C)O1,-1,.,-1.0,-16,-5,1,14,23,0.1
O=[N+]([O-])c1ccc(N2CCN(S(=O)(=O)c3ccccc3)CC2)cc1NCCN1CCOCC1,0,13,-11,8,26,27,18,-10,-0.6
CCOC(=O)Cn1c(=O)oc2cc(S(=O)(=O)NCc3ccccn3)ccc21,2,10,1.3,19,-6,14,13,-3,0.8
Cc1ccccc1NS(=O)(=O)c1ccc(OCC(=O)N2CCCC2)cc1,1,12,-0.3,1,6,-4,31,-4,-0.2
Cc1ccc(-n2c(CSc3nc(C)cc(C)n3)nnc2SCC(=O)N2CCCC2)cc1,-4,5&12,-3.9,-4,-38,13,16,3,-0.3
CC(C)(C)c1sc(N)nc1-c1ccccc1,0,10,-0.8,.,.,.,.,3,-0.8
Nc1c(C(=O)NC23CC4CC(CC(C4)C2)C3)sc2nc3c(c(C(F)(F)F)c12)CCC3,0,12,-0.1,-28,22,19,16,-4,1.0
CC(C)(C)C(=O)Nc1nc(=S)ss1,-3,12,-0.4,18,4,20,18,-30,-0.1
COC(=O)c1cc(NS(=O)(=O)c2ccc(N3CCOCC3)c(NC(C)=O)c2)cc(C(=O)OC)c1,0,22,2.0,13,0,11,12,-4,1.0
CC(C)OC(=O)CC(=O)c1sc2nc3c(cc2c1N)CN(C)CC3,3,8&8,1.7,-17,17,19,16,-68,3.7

# Twelve structures already listed, arranged by length of the SMILES, largest number first.
SMILES,Wee1 stabilizer,PGE2 EP2 inh,TNF necrop inh,CHOP inh,FXIa inh 1536,FXIIa inh,PPC-1+TRAIL kill,TbHK1 inh,L929 necroptosis
Nc1c(C(=O)NC23CC4CC(CC(C4)C2)C3)sc2nc3c(c(C(F)(F)F)c12)CCC3,0,12,-0.1,-28,22,19,16,-4,1.0
CCOC(=O)c1c(NC(=O)C2=C(C)NC(=S)NC2c2ccc(F)cc2)sc(C)c1C (stereo not given),2,21,-8.0,59,3,9,-7,-12,0.4
Cc1ccc(-n2c(CSc3nc(C)cc(C)n3)nnc2SCC(=O)N2CCCC2)cc1,-4,5&12,-3.9,-4,-38,13,16,3,-0.3
CCOC(=O)Cn1c(=O)oc2cc(S(=O)(=O)NCc3ccccn3)ccc21,2,10,1.3,19,-6,14,13,-3,0.8
COc1ccc2c(c1)CCC1=C2NC(=S)NC1c1ccc(N(C)C)cc1 (stereo not given),0,7,-1.6,9,-3,5,-10,-1,-1.3
CCN(c1ccc(NC(=O)COC(=O)c2ccc(C)s2)cc1)C(C)C,2,7,1.8,3,-6,3,11,2,7.0
CC(C)OC(=O)CC(=O)c1sc2nc3c(cc2c1N)CN(C)CC3,3,8&8,1.7,-17,17,19,16,-68,3.7
Cc1cc(NC(=O)CCCN2C(=O)c3cccnc3C2=O)no1,0,.,-1.1,1,-6,8,-5,2,1.2
CCn1c(SC(=O)NC2CCCCC2)nnc1-c1cccs1,2,21,0.2,9,-5,-2,3,-11,2.3
O=C(NCc1cccc(Cl)c1)NCc1cccc(Cl)c1,-3,9,0.6,12,-1,4,24,-5,-0.2
CC(C)(C)c1sc(N)nc1-c1ccccc1,0,10,-0.8,.,.,.,.,3,-0.8
CC(C)(C)C(=O)Nc1nc(=S)ss1,-3,12,-0.4,18,4,20,18,-30,-0.1
